Screening results (PubChem)
E-sel TNF inh = blocks E-selectin expression induced by TNF alpha. HUVEC TNFa-induced E-selectin immunofluorescence, high content. inhibition, % at 2 µM. 120,000 tested, 0.71% active;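 active means inhibition above the batch mean plus 3 SD, and confirmed as a hit on visual image review, cut at about 43% in these data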;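 further: 0% = TNF-stimulated DMSO wells and 100% = unstimulated control wells; not every result past the cut was called active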
Measles CPE = protection of cells from measles virus | AID 841 | 140,000 tested, 1.5% active | Measles virus-infected cells, CPE protection, absorbance | protection (pct of control), % at 4 µM; in the data active means protection mostly above about 24%, no sharp cut-off; inactive means mostly below about 26%; further: some compounds called inactive have numbers as strong as hits
NPY-Y2 antag = blocks the human neuropeptide Y Y2 receptor. inhibition, % at 2.7 µM. 140,000 tested, 0.99% active. P49146. NPY-Y2 expressing cells, antagonist mode; in the data active means inhibition above about 17%;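 further: 0% = vehicle with agonist challenge and 100% = reference antagonist with challenge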
Target sequence (P49146 whole entry, looked up): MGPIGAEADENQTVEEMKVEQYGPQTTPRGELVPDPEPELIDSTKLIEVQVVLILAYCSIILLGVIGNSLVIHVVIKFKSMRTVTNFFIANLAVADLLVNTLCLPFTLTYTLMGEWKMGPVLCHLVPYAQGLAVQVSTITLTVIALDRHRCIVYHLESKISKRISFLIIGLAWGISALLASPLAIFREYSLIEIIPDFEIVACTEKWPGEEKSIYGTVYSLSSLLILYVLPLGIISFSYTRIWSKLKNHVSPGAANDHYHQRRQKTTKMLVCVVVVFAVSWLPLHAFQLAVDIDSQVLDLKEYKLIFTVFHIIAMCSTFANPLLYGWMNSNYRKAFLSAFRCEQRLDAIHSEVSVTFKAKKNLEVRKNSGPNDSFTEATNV
HCT116 PTEN-null = PTEN-deleted cell growth suppression | HCT116 PTEN-null viability, CellTiter-Glo, 60 h; active compounds read low | viability, % at 10 µM | 140,000 tested, 1.2% active | AID 827;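 active means viability at or below a set limit, 4 SD under the median of all tested compounds, cut at about 3.7% in these data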;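 further: PTEN knockout HCT116 line with beta catenin targeted HCT116 as companion control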
Yeast lifespan up = extends the lifespan of yeast | S. cerevisiae growth with nicotinamide, OD615; deaD strain in restrictive glucose medium | inhibition of the nicotinamide effect, % at 10 µM | 130,000 tested, 0.68% active | AID 775;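 active means inhibition above a set limit, placed 3 SD over the median of all compounds, cut at about 26% in these data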;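 further: 0% = nicotinamide-treated wells and 100% = cells grown without nicotinamide; some compounds called inactive have numbers as strong as hits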
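assay system = DeaD-strain S. cerevisiae | measured by = absorbance at 615 nm | probe or stimulus = nicotinamide 1.5 mM | buffer or medium = CSMM-D glucose medium, restrictive | times = 48 h at 30 °C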
bCat KO growth = beta-catenin-lacking colon tumor cell growth suppression; viability, % at 10 µM; HCT116 beta-catenin knockout viability, CellTiter-Glo, 60 h; active compounds read low; 140,000 tested, 1.5% active;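 active means viability at or under a set limit, the compound median less 4 SD, cut at about 6% in these data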;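 further: 0% = Hyamine 1622 control at 20 µM and 100% = untreated cell control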
MRP1 act = activators of MRP-1; H69AR cells + doxorubicin, viability rescue, CellTiter-Glo; viability increase, % at 10 µM; AID 799; 140,000 tested, 0.61% active;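 active means viability gain under doxorubicin at or above a set limit, the compound median plus 3 SD, cut at about 4.7% in these data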;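 further: MRP-1 overexpressing cells given doxorubicin 25 µM after compound pretreatment; 18-22 h compound pretreatment then 72 h with doxorubicin before readout; 0% = doxorubicin-only wells and 100% = vehicle-treated cells without doxorubicin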
Yeast growth inh = reduces growth of yeast BB579 in restrictive medium; S. cerevisiae BB579 growth, OD615, 48 h; inhibition, % at 10 µM; 140,000 tested, 0.51% active; AID 804;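 active means inhibition above a set limit, 3 SD over the mean compound inhibition, cut at about 44% in these data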; further: inactives centre near -24
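Assay system – yeast BB579 (DeaD) · Dosing – single compound dose of 10 µM, 0.25% DMSO final · Detection – OD615 turbidity measurement · Buffer or medium – CSMM-D restrictive synthetic medium containing dextrose (glucose) · Benchmarks – positive control amphotericin B 10 µg/mL · Incubation – 48 h exposure, 30 °C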
Phagocytosis inh = inhibitors of macrophage phagocytosis; J774A.1 macrophage IgG-bead phagocytosis, imaging; inhibition, % at 5 µM; 110,000 tested, 0.07% active;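 active means inhibition above the mean of the plate negative controls plus 5 SD, cut at about 13% in these data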;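 further: phagocytic index as fraction of beads internalized from green versus red external bead signal; plate controls were DMSO negative control for no effect and cytochalasin-D positive control for full effect; some results beyond the cut were filed as inactive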
GALR2 antag = GALR2 (human) receptor antagonism; GALR2-expressing cells, antagonist mode; O43603; inhibition, % at 4 µM; AID 828; 140,000 tested, 0.39% active; in the data active means inhibition above about 27%;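 further: cells stimulated with galanin 1-16 at roughly its EC80; 0% = agonist challenge control and 100% = basal control without agonist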
Target sequence (O43603 whole entry, looked up): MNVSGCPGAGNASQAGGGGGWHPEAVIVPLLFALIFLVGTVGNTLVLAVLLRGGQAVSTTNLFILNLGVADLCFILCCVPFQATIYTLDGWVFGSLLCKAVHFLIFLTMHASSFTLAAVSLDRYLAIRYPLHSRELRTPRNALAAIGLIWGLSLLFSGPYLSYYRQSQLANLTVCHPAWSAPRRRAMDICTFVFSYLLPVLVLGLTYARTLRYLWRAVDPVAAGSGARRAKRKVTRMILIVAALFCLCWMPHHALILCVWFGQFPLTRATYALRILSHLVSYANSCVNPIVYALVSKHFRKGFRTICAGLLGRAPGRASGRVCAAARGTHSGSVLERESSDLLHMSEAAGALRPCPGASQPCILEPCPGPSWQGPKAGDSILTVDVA
Starred values were filed as active, the others as inactive.

Screening COc1ccc2cc(C(c3nnnn3CCc3ccccc3)N3CCC(O)CC3)c(=O)[nH]c2c1 (centres undefined) returned Measles CPE 6, NPY-Y2 antag -2, HCT116 PTEN-null 102, Yeast lifespan up -18, bCat KO growth 101, MRP1 act -1.8, Yeast growth inh -35 and GALR2 antag 9.
`O=C(COC(=O)CNC(=O)c1cccc([N+](=O)[O-])c1)Nc1ccccc1OC(F)F` gave Measles CPE 16, NPY-Y2 antag 2, HCT116 PTEN-null 102, Yeast lifespan up -6, bCat KO growth 92, MRP1 act -2.9, Yeast growth inh -11, Phagocytosis inh 9 and GALR2 antag -7.
Screening CCN(C(=O)CN1CCN(c2ccccc2O)CC1)c1c(N)n(Cc2ccccc2)c(=O)[nH]c1=O returned E-sel TNF inh 6, Measles CPE 13, NPY-Y2 antag 0, HCT116 PTEN-null 106, Yeast lifespan up -8, bCat KO growth 97, MRP1 act 0.1, Yeast growth inh 9, Phagocytosis inh -1 and GALR2 antag -3.
`COc1cc(/C=C/C(=O)OCC(=O)N2CCC(Cc3ccccc3)CC2)ccc1O` gave E-sel TNF inh 16, Measles CPE 6, NPY-Y2 antag 3, HCT116 PTEN-null 91, Yeast lifespan up -1, bCat KO growth 85, MRP1 act -3.6, Yeast growth inh -13, Phagocytosis inh -5 and GALR2 antag 4.
Screening O=C(NC(NC(=S)Nc1ccc(Cl)cc1)C(Cl)(Cl)Cl)c1ccco1 (centres undefined) returned E-sel TNF inh 7, Measles CPE 14, NPY-Y2 antag -1, HCT116 PTEN-null 70, Yeast lifespan up -6, bCat KO growth 61, MRP1 act -4.1, Yeast growth inh -7 and GALR2 antag -13.
For CCC(CC)C(=O)N1CCCC(c2nc(-c3cccs3)no2)C1 (centres undefined) the results were Measles CPE 12, NPY-Y2 antag 1, HCT116 PTEN-null 93, Yeast lifespan up -17, bCat KO growth 93, MRP1 act -1.9, Yeast growth inh -20, Phagocytosis inh 0 and GALR2 antag -12.
For O=C(CS(=O)(=O)c1cn(Cc2cccc(F)c2)c2ccccc12)N1CCOCC1 the results were E-sel TNF inh -4, Measles CPE 7, NPY-Y2 antag 7, HCT116 PTEN-null 99, Yeast lifespan up -5, bCat KO growth 95, MRP1 act -0.8, Yeast growth inh -12, Phagocytosis inh -1 and GALR2 antag 2.
For Cc1sccc1C1C(C#N)=C(N)SC(N)=C1C#N the results were E-sel TNF inh -5, Measles CPE 10, NPY-Y2 antag -1, HCT116 PTEN-null 99, Yeast lifespan up -14, bCat KO growth 105, MRP1 act -1.2, Yeast growth inh -50, Phagocytosis inh 2 and GALR2 antag 12.
Screening O=C(COC(=O)CCC1CCCC1)Nc1nc2c(F)c(F)c(F)cc2s1 returned Measles CPE 14, NPY-Y2 antag 6, HCT116 PTEN-null 90, Yeast lifespan up -4, bCat KO growth 105, MRP1 act -3.1, Yeast growth inh -24, Phagocytosis inh -4 and GALR2 antag 2.
For COc1ccccc1C1C(C(N)=O)=C(C)Nc2ncnn21 (centres undefined) the results were E-sel TNF inh 9, Measles CPE 1, NPY-Y2 antag 1, HCT116 PTEN-null 95, Yeast lifespan up -1, bCat KO growth 100, MRP1 act -1.0, Yeast growth inh -35, Phagocytosis inh -2 and GALR2 antag -6.
Screening Cc1cccc2cc(C(c3nnnn3Cc3ccc4c(c3)OCO4)N3CCCC3)c(=O)[nH]c12 (centres undefined) returned E-sel TNF inh 4, Measles CPE 4, NPY-Y2 antag 2, HCT116 PTEN-null 103, Yeast lifespan up -3, bCat KO growth 102, MRP1 act -3.0, Yeast growth inh -30, Phagocytosis inh 1 and GALR2 antag 7.
`COc1ccc(-c2cc(C(F)(F)F)nc(SCCC(=O)N3CCN4CCCC4C3)n2)cc1` (centres undefined) gave E-sel TNF inh 1, Measles CPE 7, NPY-Y2 antag 0, HCT116 PTEN-null 45, Yeast lifespan up -26, bCat KO growth 25, MRP1 act -5.9, Yeast growth inh -26, Phagocytosis inh -1 and GALR2 antag -32.
For CCOC(=O)c1nnn(-c2nc(OC)nc(N3CCCCC3)n2)c1-c1ccccc1 the results were Measles CPE 4, NPY-Y2 antag 15, HCT116 PTEN-null 44, Yeast lifespan up -13, bCat KO growth 52, MRP1 act -3.8, Yeast growth inh -37 and GALR2 antag 0.
`CCOc1ccc(NC(=S)NCCCN2CCN(C3CCCCC3)CC2)cc1` gave Measles CPE 10, NPY-Y2 antag 3, HCT116 PTEN-null 90, Yeast lifespan up 1, bCat KO growth 78, MRP1 act -1.8, Yeast growth inh -38, Phagocytosis inh -12 and GALR2 antag -2.
For O=[N+]([O-])c1cccc(-c2cc3cccc[n+]3cc2-c2cccc([N+](=O)[O-])c2)c1 the results were E-sel TNF inh -3, Measles CPE 6, NPY-Y2 antag 1, HCT116 PTEN-null 93, Yeast lifespan up 4, bCat KO growth 98, MRP1 act -2.6, Yeast growth inh -49, Phagocytosis inh -3 and GALR2 antag 1.
O=C(CSc1nc2ccccc2c(=O)[nH]1)c1cccs1 was read as E-sel TNF inh -5, Measles CPE 10, NPY-Y2 antag 10, HCT116 PTEN-null 92, Yeast lifespan up -30, bCat KO growth 89, MRP1 act -0.9, Yeast growth inh -38, Phagocytosis inh -1 and GALR2 antag 1.
O=C(O)Cn1cc(C(=O)c2ccco2)c2ccccc21 was read as E-sel TNF inh 25, Measles CPE 13, NPY-Y2 antag 5, HCT116 PTEN-null 78, Yeast lifespan up 2, bCat KO growth 86, MRP1 act -0.4, Yeast growth inh 5, Phagocytosis inh 0 and GALR2 antag 6.
Cc1cc([N+](=O)[O-])cc2c1-c1ncccc1C2=Nc1ccccc1 was read as Measles CPE 6, NPY-Y2 antag 2, HCT116 PTEN-null 91, Yeast lifespan up -4, bCat KO growth 87, MRP1 act -1.2, Yeast growth inh -13, Phagocytosis inh -8 and GALR2 antag 6.
For COc1ccc(CCNC(=O)c2cnn3ccccc23)c(OC)c1OC the results were Measles CPE 23, NPY-Y2 antag 2, HCT116 PTEN-null 115, Yeast lifespan up -9, bCat KO growth 98, MRP1 act -0.8, Yeast growth inh 6, Phagocytosis inh 0 and GALR2 antag 8.
`c1ccc(-c2cc(-c3nnc4n3N=C(c3ccc5ccccc5c3)CS4)[nH]n2)cc1` gave E-sel TNF inh -48, Measles CPE 4, NPY-Y2 antag 14, HCT116 PTEN-null 1.9*, Yeast lifespan up -16, bCat KO growth 6, MRP1 act -7.3, Yeast growth inh -47, Phagocytosis inh 1 and GALR2 antag -12.

Reprinted from the part before: 2 compounds, then new ones.
For COc1ccc(CCNC(=O)c2cnn3ccccc23)c(OC)c1OC the results were Measles CPE 23, NPY-Y2 antag 2, HCT116 PTEN-null 115, Yeast lifespan up -9, bCat KO growth 98, MRP1 act -0.8, Yeast growth inh 6, Phagocytosis inh 0 and GALR2 antag 8.
`c1ccc(-c2cc(-c3nnc4n3N=C(c3ccc5ccccc5c3)CS4)[nH]n2)cc1` gave E-sel TNF inh -48, Measles CPE 4, NPY-Y2 antag 14, HCT116 PTEN-null 1.9*, Yeast lifespan up -16, bCat KO growth 6, MRP1 act -7.3, Yeast growth inh -47, Phagocytosis inh 1 and GALR2 antag -12.
`Cc1ccc(S(=O)(=O)N2CCN(c3ncnc4c3cnn4-c3ccccc3)CC2)cc1` gave E-sel TNF inh 15, Measles CPE 2, NPY-Y2 antag 0, HCT116 PTEN-null 93, Yeast lifespan up 6, bCat KO growth 93, MRP1 act -1.9, Yeast growth inh -35, Phagocytosis inh 0 and GALR2 antag -3.
For COc1ccc2nc(/N=C/c3c(C)[nH]n(-c4ccc(C)cc4)c3=O)sc2c1 the results were Measles CPE 35, NPY-Y2 antag -2, HCT116 PTEN-null 58, Yeast lifespan up 0, bCat KO growth 63, MRP1 act -3.0, Yeast growth inh -20, Phagocytosis inh -6 and GALR2 antag 10.
Screening O=C(CSCc1ccc(Cl)cc1)N1CCOCC1 returned Measles CPE 11, NPY-Y2 antag 2, HCT116 PTEN-null 101, Yeast lifespan up 1, bCat KO growth 105, MRP1 act 2.9, Yeast growth inh 7, Phagocytosis inh -3 and GALR2 antag -3.
`CCn1c(CNc2ccccc2Cl)nnc1SCCN1CCCCC1` gave E-sel TNF inh -9, Measles CPE 4, NPY-Y2 antag 5, HCT116 PTEN-null 104, Yeast lifespan up -12, bCat KO growth 91, MRP1 act -1.0, Yeast growth inh -36, Phagocytosis inh 0 and GALR2 antag 1.
For O=C(COC(=O)C1CCC1)Nc1ccccc1Sc1ccccc1 the results were E-sel TNF inh 4, Measles CPE 4, NPY-Y2 antag -2, HCT116 PTEN-null 96, Yeast lifespan up 1, bCat KO growth 102, MRP1 act -1.5, Yeast growth inh -32 and GALR2 antag 3.
Screening O=C(O)C1CCCN1c1ncccn1 (centres undefined) returned E-sel TNF inh 14, Measles CPE 30, NPY-Y2 antag 2, HCT116 PTEN-null 100, Yeast lifespan up -2, bCat KO growth 101, MRP1 act 0.0, Yeast growth inh -9, Phagocytosis inh 0 and GALR2 antag 4.
`NS(=O)(=O)c1ccc(NS(=O)(=O)/C=C/c2ccccc2)cc1` gave Measles CPE 3, NPY-Y2 antag 1, HCT116 PTEN-null 95, Yeast lifespan up -2, bCat KO growth 89, MRP1 act -1.2, Yeast growth inh -36, Phagocytosis inh -1 and GALR2 antag -1.
Screening Cc1cc(C)nc(SCc2nnc(SCC(=O)Nc3ccc(Cl)c(C(F)(F)F)c3)o2)n1 returned E-sel TNF inh 33, Measles CPE 27, NPY-Y2 antag 0, HCT116 PTEN-null 87, Yeast lifespan up -4, bCat KO growth 86, MRP1 act 1.6, Yeast growth inh -55, Phagocytosis inh -2 and GALR2 antag 5.
`CC(=O)c1cccc(NC(=O)CN(C2CCCCC2)S(C)(=O)=O)c1` gave E-sel TNF inh 7, Measles CPE 4, NPY-Y2 antag 1, HCT116 PTEN-null 105, Yeast lifespan up -7, bCat KO growth 90, MRP1 act -0.8, Yeast growth inh -60, Phagocytosis inh 0 and GALR2 antag 4.
Cc1ccc(Sc2ncccc2C(=O)O)cc1 was read as Measles CPE 4, NPY-Y2 antag 5, HCT116 PTEN-null 102, Yeast lifespan up 14, bCat KO growth 103, MRP1 act -0.1, Yeast growth inh -11, Phagocytosis inh -5 and GALR2 antag 13.
Screening CC(C)c1nnc(NC(=O)CSc2ccccc2)s1 returned E-sel TNF inh 14, Measles CPE 5, NPY-Y2 antag 6, HCT116 PTEN-null 101, Yeast lifespan up -20, bCat KO growth 108, MRP1 act -1.3, Yeast growth inh -7, Phagocytosis inh 2 and GALR2 antag -7.
For O=C(Nc1ccc(Cl)cc1)N(CCCN1CCOCC1)Cc1cccs1 the results were E-sel TNF inh -11, Measles CPE 1, NPY-Y2 antag 1, HCT116 PTEN-null 88, Yeast lifespan up -11, bCat KO growth 90, MRP1 act -2.7, Yeast growth inh -2, Phagocytosis inh 0 and GALR2 antag -10.
